Screening data deposited in PubChem BioAssay by National Center for Advancing Translational Sciences (NCATS).
Tau ThT inhib: qHTS for Inhibitors of Tau Fibril Formation, Thioflavin T Binding. Microtubule-associated protein tau (Homo sapiens), P10636. recombinant tau K18 P301L, heparin-induced fibrillization, ThT fluorescence. Potency, µM (top dose mostly 57.4 µM), for the others: top-dose activity, negative = inhibition, actives largely listed as inhibitors. 2.1% of 270,000 active. AID 1460, 2008; also: % is scaled to controls: 0 for no effect and ±100 for the full control effect; nearly all actives have a fitted effect of over 55% in size
Target sequence (P10636 561-689 P618L limits assumed): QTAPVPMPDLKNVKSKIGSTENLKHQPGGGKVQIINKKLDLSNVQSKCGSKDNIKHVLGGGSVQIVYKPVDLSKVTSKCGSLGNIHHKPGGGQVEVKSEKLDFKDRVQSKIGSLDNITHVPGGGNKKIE
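Heparin-induced fibrillization of the P301L-mutant K18 repeat-domain fragment of human tau was followed by ThT binding in quantitative high-throughput format.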
Tau fluor cs: Counterscreen qHTS for Inhibitors of Tau Fibril Formation, Fluorescence Polarization; tau K18 P301L Alexa594 fluorescence, heparin fibrillization; 0.93% of 280,000 active; AID 1463, 2008; Potency, µM (doses to about 57.7 µM), without a hit: at the highest dose activity change, negative = decrease; also: % is scaled to controls: 0 for no effect and ±100 for the full control effect; nearly all actives have a fitted effect of over 55% in size
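Human tau K18 P301L (15 uM unlabeled, 0.24 uM Alexa 594-labeled) in 100 mM sodium acetate pH 7 with 20 uM heparin, 6 hr at 37 C. ThT 30 uM added, 1 hr ambient; Alexa 594 FP and total fluorescence read at 555/632 nm.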
Tau fibril FP: qHTS for Inhibitors of Tau Fibril Formation, Fluorescence Polarization; Microtubule-associated protein tau (Homo sapiens), P10636; K18 P301L tau heparin fibrillization, Alexa594 FP, 6 h; Potency, µM (doses to about 57.7 µM), for inactives: at the highest dose activity, negative = inhibition, hits mostly inhibitors; 0.39% of 280,000 active; also: % is scaled to controls: 0 for no effect and ±100 for the full control effect; nearly all actives have a fitted effect of over 55% in size
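Compound effects on tau fibrillization are measured by Alexa 594 fluorescence polarization (ex 555, em 632 nm). K18 P301L tau is used at 15 uM with 0.24 uM labeled tracer, and 20 uM heparin induces aggregation over 6 hr at 37 C.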
HTT ATP protect: qHTS Multiplex Assay to Identify Dual Action Probes in a Cell Model of Huntington: Cytoprotection (ATP). 0.14% of 230,000 active. PC12 HTT-Q103 induced, cytoprotection, ATP luminescence, 40 h. Potency, µM (top dose mostly 56.4 µM), inactives show cytoprotection (ATP increase), most hits filed as activators;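 also: % of control where 0% means no effect; nearly all actives have a fitted effect of over 45% in size; toxic huntingtin expression switched on by the ecdysone agonist tebufenozide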
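Stable PC12 Q103-GFP cells in serum-supplemented, phenol red-free DMEM; induction by tebufenozide at 100 nM final; compound dose series; cell viability quantified luminescently from ATP.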
GLA spleen mod: qHTS Assay for Inhibitors and Activators of Human alpha-Galactosidase From Spleen Homogenate; Alpha-galactosidase A (Homo sapiens), P06280; human spleen homogenate, 4MU-alpha-Gal fluorescence, 40 min; Potency, µM (highest dose often 80 µM), for the others: top-dose activity change, negative = inhibition, hits mostly inhibitors; 0.008% of 240,000 active; AID 2107, 2009;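 also: 0% = enzyme with vehicle and -100% = no enzyme basal signal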
Target sequence (P06280 32-429 limits assumed): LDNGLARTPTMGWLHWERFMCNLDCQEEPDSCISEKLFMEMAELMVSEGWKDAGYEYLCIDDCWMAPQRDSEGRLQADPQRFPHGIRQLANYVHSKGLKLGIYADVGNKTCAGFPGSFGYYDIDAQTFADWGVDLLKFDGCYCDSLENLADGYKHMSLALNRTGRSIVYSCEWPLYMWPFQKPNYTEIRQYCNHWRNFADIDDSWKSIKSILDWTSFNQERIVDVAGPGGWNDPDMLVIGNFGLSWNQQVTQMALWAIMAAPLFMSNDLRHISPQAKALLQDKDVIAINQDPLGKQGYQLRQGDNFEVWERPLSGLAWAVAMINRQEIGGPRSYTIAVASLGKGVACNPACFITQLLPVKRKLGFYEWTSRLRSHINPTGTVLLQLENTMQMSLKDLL
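Spleen homogenate 1 ug + cpd (titration) + 4-MU-alpha-D-galactopyranoside 1 mM; 37C 40 min; 50 mM citrate/phosphate pH 5.0, 0.01% Tween-20; stop pH 10; fluorescence 365/440; AC50 via Hill.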
GAA glycogen mod: qHTS Assay for Inhibitors and Activators of Human alpha-Glucosidase Cleavage of Glycogen. recombinant GAA, glycogen substrate, Amplex Red glucose oxidase fluorescence. Potency, µM (doses to about 76.4 µM), for inactives: top-dose activity change, negative = inhibition, most hits filed as inhibitors. 0.38% of 300,000 active. AID 2100, 2009;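 also: 0% = full enzyme reaction and -100% = no-enzyme basal signal; the screen sought inhibitors and activators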
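Recombinant human alpha-glucosidase (4 nM final) hydrolysed bovine liver glycogen (30 ug) for 40 min at 37 C in pH 5.0 citrate/phosphate with 0.01% Tween-20. Released glucose detected by glucose oxidase/Amplex Red, Ex 573/Em 610 nm. Compounds up to 77 uM; AC50 from Hill fits.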
GAA inh: qHTS Assay for Inhibitors of Human alpha-Glucosidase as a Potential Chaperone Treatment of Pompe Disease. purified human GAA, 4-MU-alpha-glucoside fluorescence. AID 1466, 2008. 0.005% of 200,000 active. Potency, µM (series often up to 76.9 µM), for inactives: at the highest dose activity change, negative = inhibition, most hits filed as inhibitors;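 also: plate controls were uninhibited enzyme wells for no effect and no-enzyme background for full effect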
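Human alpha-glucosidase, 4 nM, pre-mixed with test compounds before 400 uM 4-methylumbelliferyl substrate; 20 min room temperature at pH 5.0. Fluorescence read after pH 10 stop; AC50 values from Hill-equation fits.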
aGlu spleen mod: qHTS Assay for Inhibitors and Activators of Human alpha-Glucosidase From Spleen Homogenate; Lysosomal alpha-glucosidase (Homo sapiens), P10253; human spleen homogenate, 4-MU-alpha-glucoside fluorescence; Potency, µM (series often up to 79.9 µM), for inactives: at the top dose activity change, negative = inhibition, most hits filed as inhibitors; 0.006% of 240,000 active;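 also: 0% = enzyme with vehicle and -100% = no enzyme basal signal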
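Human spleen homogenate (1 ug) incubated with compounds and 1 mM 4-methylumbelliferyl-alpha-D-glucopyranoside in pH 5.0 citrate/phosphate buffer, 37 C, 40 min. Stopped at pH 10; 4-MU fluorescence (Ex 365/Em 440 nm); AC50 by Hill fit.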
Starred values were filed as active, the others as inactive; ? = inconclusive; nt = not tested or not shown; & = joins results of further samples; [ ] = dose if it differs, or a comment. Calls follow the shape of the dose curve; as a rule, active = well fitted curve in the direction sought with a large enough effect; inconclusive = small, poorly fitted or top-dose-only effect, or another doubt; inactive = no such curve, though single readings can be large; an effect the other way counts as inactive or inconclusive. Potency is read from the fitted curve at half-maximal effect.

entry | Molecule | HTT ATP protect | Tau ThT inhib | GAA glycogen mod | GLA spleen mod
1 | CS(=O)(=O)N(CC(N)=O)c1cccc(Br)c1 | -9%[10 µM] | 1% | 4% | 2%
2 | CCOc1ccc(N(CC)S(=O)(=O)N2CCCC(C(=O)Nc3ccc(C(C)=O)cc3)C2)cc1 (stereo unspecified) | nt | -5% | -13%[76.3 µM] | nt
3 | CC(C)Cn1c(=O)c2ccccc2n2c(CCC(=O)NC(C)c3ccccc3)nnc12 (stereo unspecified) | nt | 4% | 10%[76.3 µM] | nt
4 | O=C(CSc1nc2ccccc2c(=O)n1NC(=O)Cc1ccccc1)NCc1ccco1 | 6% | -8% | 4% | -4%
5 | COc1ccc(S(=O)(=O)Nc2cc3c(cc2NCc2ccccc2)n(C)c(=O)n3C)cc1 | nt | ? | 10µM* | nt
6 | COc1ccc(/C=C(/CC(=O)Nc2ccc(C)cc2)c2nc3ccccc3s2)cc1 | 16%[10 µM] | -13% | -4% | 8%
7 | COCCNC(=O)C(=O)NNS(=O)(=O)c1ccc2ccccc2c1 | 4%[10 µM] | -7% | -16% | -3%
8 | CC(Nc1ccc(-c2nc(-c3ccco3)no2)cc1[N+](=O)[O-])c1ccccc1 (stereo unspecified) | nt | -14% | -6%[76.3 µM] | nt
9 | Cc1ccc(CNC(=O)CCC2CCCN(Cc3ccc4cccc(F)c4n3)C2)o1 (stereo unspecified) | -38%[inhibitor] | ? | -10% | 4%
10 | Cn1c(=O)c2ccccc2n2c(CCC(=O)N3CCN(c4cccc(Cl)c4)CC3)nnc12 | nt | -12% | 4%[76.3 µM] | nt

entry | GAA inh | Tau fluor cs | Tau fibril FP | aGlu spleen mod
1 | 5% | 2% | 9% | 3%
2 | nt | ? | -1% | nt
3 | nt | -8% | -5% | nt
4 | -1% | -7% | -2% | 0%
5 | nt | ? | -13% | nt
6 | 6% | ? | -7% | 6%
7 | 2% | -11% | -8% | -1%
8 | nt | -8% | -2% | nt
9 | ? | -1% | -5% | 3%
10 | nt | -12% | -1% | nt

Next structures.
entry | Molecule | HTT ATP protect | Tau ThT inhib | GAA glycogen mod | GLA spleen mod
11 | CCCCC(CC)CNC(=O)Cn1c(=O)[nH]c2ccsc2c1=O (stereo unspecified) | 5% | 0% | 5% | 2%
12 | Cc1ccccc1-c1nnc(SCC(=O)Nc2ccc3c(c2)OCCO3)n1N | -17%[0.074 µM] | -10% | 3% | -3%
13 | O=C(Nc1nccs1)c1ccc(-c2ccccc2Cl)o1 | -12%[10 µM] | ? | 5% | -6%
14 | CCOC(=O)c1cnc2ccc(Br)cc2c1NCCO | 4%[10 µM] | 0% | -6% | 10%
15 | CCOC(=O)c1ccc(NC(=O)CSc2nccn2-c2ccc(OCC)cc2)cc1 | nt | -7% | 6%[76.3 µM] | nt
16 | O=[N+]([O-])c1ccc(NNC(=S)Nc2ccccc2)cc1 | 1% | ? | ? | 1%
17 | CSc1nc2ccc3nc(NC(=O)c4ccc(C)cc4)sc3c2s1 | -1%[10 µM] | -14% | 4% | -4%
18 | CCSc1nnc(NC(=O)[C@H](C)NC(=O)c2ccccc2Cl)s1 | -28% | -2% | 3% | 5%
19 | CC(=O)c1ccc(Nc2nc(=O)c3cccnc3s2)cc1 | -28% | -3% | 0% | 2%
20 | Cc1cccn2c(=O)c3cc(C(=O)NCCN4CCOCC4)c(=N)n(CCc4ccccc4)c3nc12 | -56%[inhibitor] | ? | 6% | 10%

entry | GAA inh | Tau fluor cs | Tau fibril FP | aGlu spleen mod
11 | ? | 3% | 10% | -6%
12 | 3% | -8% | -8% | -1%
13 | -2% | ? | ? | -19%
14 | 3% | 3% | -5% | 1%
15 | nt | -18% | -9% | nt
16 | -7% | ? | 8% | -10%
17 | 2% | -14% | 3% | -1%
18 | -6% | -7% | -7% | 6%
19 | -4% | -4% | -7% | 0%
20 | ? | -13% | -14% | -10%

Going on with the list:
entry | Molecule | HTT ATP protect | Tau ThT inhib | GAA glycogen mod | GLA spleen mod
21 | Cc1cnc(C(=O)OCC(=O)NC(=O)NC(C)C)cn1 | -7%[10 µM] | -4% | 1% | -12%
22 | O=C(O)c1ccccc1SC1CC(=O)N(c2cccc3ccccc23)C1=O (stereo unspecified) | 8%[10 µM] | nt | -4% | 7%
23 | Cc1nc(NC(C)c2ccccc2)c2oc3ccccc3c2n1 (stereo unspecified) | -29% | -13% | -2% | 3%
24 | O=C(Cn1c(=O)c2cccn2c2cccnc21)NCc1ccccc1F | nt | -5% | -4%[76.3 µM] | nt
25 | COc1ccccc1CNC(=O)c1ccc(CN2CC(=O)N3CCCCC3C2=O)cc1 (stereo unspecified) | nt | -6% | 6%[76.3 µM] | nt
26 | Cc1ccc(OCC(=O)NNC(=O)C(C)Sc2ncnc3sc(C)c(C)c23)cc1 (stereo unspecified) | 11%[10 µM] | -2% | 3% | 4%
27 | COC(=O)c1ccc(C(NC(=O)OCc2ccccc2)/C(I)=C/[C@@H](C)C(=O)NCc2ccncc2)cc1 (stereo partly specified) | -21% | ? | nt | -4%
28 | Cc1ccc(NC(=O)Cn2ncn3c(cc4ccccc43)c2=O)cc1F | nt | 8% | -1%&-15%[76.3 µM] | nt
29 | Cc1ccc(NC(=O)CN2C(=O)COc3ccc(S(=O)(=O)N4CCOCC4)cc32)c(Cl)c1 | nt | -1% | -12%[76.3 µM] | nt
30 | COc1cc(C(C(=O)NC2CCCCC2)N(C(=O)Cc2c[nH]c3ccccc23)c2ccc(C)cc2)cc(OC)c1OC (stereo unspecified) | 5%[10 µM] | -16% | -3% | 1%

entry | GAA inh | Tau fluor cs | Tau fibril FP | aGlu spleen mod
21 | 14% | -4% | -1% | -3%
22 | nt | -10% | 6% | 3%
23 | -7% | -8% | 5% | 6%
24 | nt | -8% | 0% | nt
25 | nt | -8% | -6% | nt
26 | 0% | -8% | -15% | -5%
27 | nt | -12% | 1% | -7%
28 | nt | ? | ? | nt
29 | nt | -8% | -10% | nt
30 | -10% | -26% | 5% | -2%

Other compounds follow:
entry | Molecule | HTT ATP protect | Tau ThT inhib | GAA glycogen mod | GLA spleen mod
31 | COc1ccc(C(C)C)cc1S(=O)(=O)N1CC(C)OC(C)C1 (stereo unspecified) | -12%[10 µM] | -5% | 17% | -4%
32 | CCOC(=O)Cn1nc(-c2ccc(Cl)cc2)ccc1=O | 22% | -6% | 5% | 0%
33 | O=C(CCN1C(=O)c2ccc([N+](=O)[O-])cc2C1=O)Nc1cccc(O)c1 | -2%[10 µM] | -11% | 14% | -17%
34 | O=C(O)C1CCCCC1C(=O)OCCCCOC(=O)C1CCCCC1C(=O)O (stereo unspecified) | 2% | 8% | 9% | 5%
35 | COc1cccc(NC(=O)COC(=O)c2c3c(nc4ccccc24)CCC(C)C3)c1 (stereo unspecified) | -19% | -17% | -17% | 1%
36 | O=C(Cn1nnc(-c2ccccc2)n1)N/N=C/c1ccco1 | nt | 5% | 11% | 2%
37 | CCOc1ccc2c(c1)sc1nc(=O)n(-c3ccc(Cl)c(Cl)c3)c(=O)n12 | nt | 1% | 14%[76.3 µM] | nt
38 | CCOc1ccccc1N1CCN(S(=O)(=O)CC)CC1 | -12% | -16% | -9% | -13%
39 | CCCc1cc(C(=O)Nc2sc3c(c2C(=O)OCC)CCCC3)no1 | 14% | -4% | 0% | 3%
40 | CC[n+]1c(/C=C2/C=C(C)CC(C)C2)sc2ccccc21 (stereo unspecified) | -11% | ? | -1% | 0%

entry | GAA inh | Tau fluor cs | Tau fibril FP | aGlu spleen mod
31 | -6% | -7% | 0% | 0%
32 | -1% | -6% | -1% | -1%
33 | -2% | -13% | 10% | -8%
34 | 1% | -2% | -4% | -2%
35 | 0% | ? | -4% | -9%
36 | -6% | 5% | 3% | 0%
37 | nt | -8% | -5% | nt
38 | -6% | -1% | -8% | -4%
39 | -6% | 1% | -2% | 10%
40 | -7% | -19% | -12% | -13%

Four records drawn at random from those above, as already listed:
entry | Molecule | HTT ATP protect | Tau ThT inhib | GAA glycogen mod | GLA spleen mod
34 | O=C(O)C1CCCCC1C(=O)OCCCCOC(=O)C1CCCCC1C(=O)O (stereo unspecified) | 2% | 8% | 9% | 5%
36 | O=C(Cn1nnc(-c2ccccc2)n1)N/N=C/c1ccco1 | nt | 5% | 11% | 2%
32 | CCOC(=O)Cn1nc(-c2ccc(Cl)cc2)ccc1=O | 22% | -6% | 5% | 0%
38 | CCOc1ccccc1N1CCN(S(=O)(=O)CC)CC1 | -12% | -16% | -9% | -13%

entry | GAA inh | Tau fluor cs | Tau fibril FP | aGlu spleen mod
34 | 1% | -2% | -4% | -2%
36 | -6% | 5% | 3% | 0%
32 | -1% | -6% | -1% | -1%
38 | -6% | -1% | -8% | -4%

Later entries:
entry | Molecule | HTT ATP protect | Tau ThT inhib | GAA glycogen mod | GLA spleen mod
41 | CC(C)(C)OC(=O)CNC(=O)c1[nH]cnc1C(=O)Nc1ccc(CNC(=O)OC(C)(C)C)cc1 | 8%[10 µM] | 14% | -7% | -2%
42 | Cc1cc(C)cc(C(=O)NCC(=O)OCC(=O)N2CCN(S(=O)(=O)c3ccc4ccccc4c3)CC2)c1 | 12%[10 µM] | -7% | -3% | -1%
43 | Cc1cc(CNC(=O)Cn2nc(C)c([N+](=O)[O-])c2C)c2ccccc2n1 | -39%[inhibitor] | -4% | -14% | 0%
44 | CCN1C(=O)c2ccccc2Sc2ccc(C(=O)NCCCN(CC(C)C)CC(C)C)cc21 | nt | 6% | -5% | nt

entry | GAA inh | Tau fluor cs | Tau fibril FP | aGlu spleen mod
41 | nt | ? | ? | 1%
42 | ? | -17% | 3% | -11%
43 | -1% | 5% | 7% | nt
44 | nt | -2% | 1% | nt
